# PGC1a acetyl inh – inhibitors of PGC1a acetylation signal, primary screen, cell-based, U2OS, AlphaScreen, inhibitor mode; AlphaScreen anti-acetyl-lysine; with virally co-expressed GCN5 acetyltransferase; inhibition, % at 15.6 µM; hit rate 0.17% among 350,000;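 active means every replicate shows inhibition of at least 40%; inconclusive means mean inhibition at least 40% but some replicate below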;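 further: 0% = neutral control wells and 100% = positive control wells; some results beyond the cut were filed as inactive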
# miR-122 sensor – miR-122 Renilla sensor signal increase in Huh7, primary screen, miR-122 inhibitor project, cell-based, single point, plate reader | Huh7 miR-122 Renilla luciferase sensor, 48 h; neutral wells = 0, positive control = 100 | activation (reporter increase), % at 12.5 µM | hit rate 0.3% among 340,000 | AID 602342, 2012;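 active means mean replicate activation score at least 90 and every replicate individually at or above 90; inconclusive means only one of the two criteria met; inactive means neither criterion met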;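 further: higher luciferase means less miR-122 activity so hits act as miR-122 inhibitors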
# Cneo AK release – Cryptococcus neoformans cell lysis inducers, primary screen, AK release luminescence, single concentration; C. neoformans lysis, adenylate kinase release luminescence, 4 h; normalised: neutral wells 0, clomiphene wells 100; hit rate 0.2% among 360,000; lysis activity, % at 15 µM;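 active means mean lysis activity across replicates of at least 80%, whatever share of replicates individually reach that level; inactive means mean lysis activity below 80%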
#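 read-out = cell lysis signal | test system = log-phase Cryptococcus neoformans yeast cells | input = cells at 5 × 10^6 per mL | medium = fresh YPD growth medium | signal = luminescent adenylate kinase detection reagent | timing = 4 h at 37 °C static, read 1 h later | dosing = single dose | controls = Clomiphene as positive lysis control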
# EWS-Fli inh – EWS/Fli-driven NR0B1 reporter inhibitors, primary screen, A673 cells, NR0B1 luciferase, luminescence, MLPCN library; viability-normalised; inhibition, % at 12.6 µM; hit rate 0.67% among 350,000;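 active means mean inhibition of at least 50% after viability correction, with every replicate also passing that limit; inconclusive means mean reaches 50% but only one of two replicates passes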;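 further: firefly luciferase signal divided by Alamar Blue viability fluorescence both relative to DMSO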
# CASP6 VEID inh – human caspase-6 inhibitors, primary screen, biochemical, VEID-R110 fluorescence, single point, set 2; AID 686996, 2013; P55212; purified caspase-6, Z-VEID-R110 cleavage fluorescence; hit rate 0.53% among 350,000; inhibition, % at 12.5 µM;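 active means mean inhibition across replicates at least about 35%, with every replicate also reaching that limit, limit read from the data; inconclusive means only one of the two criteria met; inactive means neither criterion met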;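 further: 0% = median of neutral control wells and 100% = no fluorescence left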
# Target sequence (P55212 24-179 limits assumed): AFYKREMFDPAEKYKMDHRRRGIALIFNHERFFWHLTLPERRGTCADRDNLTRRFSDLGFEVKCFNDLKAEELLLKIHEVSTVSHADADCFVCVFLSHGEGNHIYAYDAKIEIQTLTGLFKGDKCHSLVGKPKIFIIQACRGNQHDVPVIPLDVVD
# Target sequence (P55212 194-293 limits assumed): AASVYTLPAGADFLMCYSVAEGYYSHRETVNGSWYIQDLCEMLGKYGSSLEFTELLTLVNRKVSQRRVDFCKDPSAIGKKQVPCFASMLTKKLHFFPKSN
# FN deposit inh – inhibitors of fibronectin matrix deposition, primary screen, AH1F cells, Alexa488-fibronectin fluorescence, plate reader. AH1F fibroblasts, overnight. inhibition, % at 12.6 µM. hit rate 0.086% among 350,000;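 active means mean inhibition across replicates of 30% or more, regardless of how many single replicates reach that level; inconclusive means mean under 30% yet at least half of replicates reach 30%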;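 further: positive control wells lacked labelled fibronectin entirely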
#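 Material: AH1F fibroblast monolayer depositing Alexa488-labelled fibronectin into matrix | Input: 10000 AH1F cells/well | Medium: DMEM plus 2% serum, read in PBS | Reagent: Alexa488-fibronectin, 24 nM final in well | Compound dosing: One dose per compound, pinned | Schedule: 1 h adhesion, overnight exposure | Measured by: Fluorescence at 485 nm excitation, 525 nm emission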
# LGR2 antag – inhibitors of bursicon-induced LGR2 CRE-luciferase signal, primary screen, cell-based, HEK293, CRE-luciferase reporter, bursicon stimulation | Drosophila bursicon receptor LGR2 (rickets) | bursicon-stimulated, 4 h | inhibition, % at 9.99 µM | hit rate 0.35% among 380,000 | AID 720647, 2013;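 active means drop in luminescence signal, shown as inhibition above about 50% in the replicate tests, limit read from the data, passing the limit was not always enough; inconclusive means probably only some replicates passing the limit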;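 further: agonist challenge used bursicon conditioned medium at about half maximal strength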
# PAX8 inh HTS – inhibitors of PAX8-driven TPO luciferase reporter, primary screen, RMG-I cells, single concentration; hit rate 1.2% among 360,000; AID 652154, 2013; SteadyGlo, 24 h; inhibition, % at 12.6 µM;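 active means mean replicate inhibition at least 60% with every replicate also reaching 60%; inconclusive means only one of the two criteria is met; inactive means mean below 60% and not all replicates reaching 60%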;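 further: luciferase light reporting Pax8 driven TPO promoter activity; plate controls were median of neutral control wells for no effect and mitoxantrone controls for full effect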
# Numbers without * were called inactive; ? = inconclusive; . = no result given; & = joins results of further samples; [ ] = another dose, or the depositor's remark. Compounds as they come; 2.5% or so of the library scored in one or more.
1	CCOP(=O)(O)c1cccc(OCCOCCOc2cccc(P(=O)(O)OCC)c2)c1
2	CCC(=O)Nc1ccc(-c2nc3ccccc3c(=O)o2)cc1
3	O=C(CNC(c1ccccc1)c1ccccc1)Nc1ccccc1-c1ccccc1
4	C[C@@H]1CN([C@H](C)CO)C(=O)c2cc(NC(=O)Nc3ccc4c(c3)OCO4)ccc2O[C@@H](C)CCCCO[C@@H]1CN(C)Cc1ccncc1
5	Cc1ccc(N(C)S(=O)(=O)c2ccc3c(c2)NC(=O)C(C)S3)cc1 (configuration not stated)
6	O=C(CC(=O)NN=C1CCCC1)NCCc1ccccc1
7	CCCc1cc(=O)c2ccc(OCC(C)=O)cc2o1
8	Cc1noc(NS(=O)(=O)c2ccc(NC(=O)/C=C/c3ccc(C(C)C)cc3)cc2)c1C

assay / entry	1	2	3	4	5	6	7	8
PGC1a acetyl inh	.	.	.	2	-15	-14	-2	-4
miR-122 sensor	-7	.	.	10[16.7 µM]	2	1	1	0
Cneo AK release	1	.	.	0	-1	1	2	-1
EWS-Fli inh	0	5	54*	4	.	.	14	19
CASP6 VEID inh	0	0	2	3	6	.	6	13
FN deposit inh	5	-2	0	.	-5	3	-1	.
LGR2 antag	-19	29	26	18	-8	.	.	4
PAX8 inh HTS	-10	24	8	-12	23	26	-5	-19

9	CC(C)(C)c1ccc(S(=O)(=O)NCc2ccc(C(=O)NCc3ccccn3)cc2)cc1
10	CCN(C(=O)COC(=O)CNC(=O)c1ccc2ccccc2c1)C1CCS(=O)(=O)C1 (configuration not stated)
11	CN(CCC#N)C(=O)COC(=O)c1ccc2c(=O)n3c(nc2c1)CCC3
12	CCCN1C[C@H](C)[C@H](OC)CN(C)C(=O)c2cc(NC(=O)c3cccc(F)c3)ccc2OC[C@@H]1C
13	Cc1ccc(C#N)c(SCc2cc3c(cc2Cl)OCO3)n1
14	CC1c2ccccc2N(NC(=O)Cc2ccccc2)C1C (configuration not stated)
15	Cc1ccc(NC(=O)CN(C)C(=O)c2n[nH]c(=O)c3ccccc23)cc1
16	CC(=O)Nc1ccc(-c2csc(NCCc3ccccc3)n2)cc1

assay / entry	9	10	11	12	13	14	15	16
PGC1a acetyl inh	.	10	6	-6	-2	-10	-5	-6
miR-122 sensor	.	.	.	6[16.7 µM]	7	.	6	-6
Cneo AK release	.	.	.	-1	-5	.	-1	0
EWS-Fli inh	-1	-1	-7	-1	.	7	-7	-42
CASP6 VEID inh	3	47*	-1	0	.	0	2	-1
FN deposit inh	0	2	-15	8	6	-10	-13	-3
LGR2 antag	10	?	35	-8	.	5	25	-9
PAX8 inh HTS	4	-8	9	.	.	10	-13	-49

# Record cards, as listed above. Order of screens: PGC1a acetyl inh	miR-122 sensor	Cneo AK release	EWS-Fli inh	CASP6 VEID inh	FN deposit inh	LGR2 antag	PAX8 inh HTS
# Cc1ccc(C#N)c(SCc2cc3c(cc2Cl)OCO3)n1 reads -2	7	-5	.	.	6	.	.
# CC1c2ccccc2N(NC(=O)Cc2ccccc2)C1C (configuration not stated) reads -10	.	.	7	0	-10	5	10
# CCN(C(=O)COC(=O)CNC(=O)c1ccc2ccccc2c1)C1CCS(=O)(=O)C1 (configuration not stated) reads 10	.	.	-1	47*	2	?	-8
# CCCN1C[C@H](C)[C@H](OC)CN(C)C(=O)c2cc(NC(=O)c3cccc(F)c3)ccc2OC[C@@H]1C reads -6	6[16.7 µM]	-1	-1	0	8	-8	.
# CC(C)(C)c1ccc(S(=O)(=O)NCc2ccc(C(=O)NCc3ccccn3)cc2)cc1 reads .	.	.	-1	3	0	10	4

# (cont.)
17	COc1cccc(S(=O)(=O)Nc2ccc3c(c2)OC[C@H](C)NC[C@@H](C)[C@@H](OC)CN(C)C3=O)c1
18	O=C(CSc1nnnn1Cc1ccccc1)Nc1cccc(F)c1
19	Cc1c(NC(=O)CS(=O)(=O)c2ccccc2)c(=O)n(-c2ccccc2)n1C
20	O=C(Cc1ccccc1)N1CC[C@@H]2[C@@H](CO)Nc3ccc(C#Cc4cccc(F)c4)cc3[C@@H]21
21	CO[C@H]1CN(C)C(=O)c2cc(NC(=O)C3CC3)ccc2OC[C@H](C)N(Cc2cccc(F)c2)C[C@H]1C
22	COc1ccccc1OCC(=O)N1CCCCCCC1
23	COc1ccc(S(=O)(=O)N(C)C[C@H]2Oc3c(NS(=O)(=O)c4ccc(C)cc4)cccc3C(=O)N([C@H](C)CO)C[C@H]2C)cc1
24	C=CCOc1ccc(/C=N/NC(=O)CN2CCOCC2)cc1OCC

assay / entry	17	18	19	20	21	22	23	24
PGC1a acetyl inh	6	.	.	16	13	-9	?	6
miR-122 sensor	-8[16.7 µM]	0	-4	11[16.7 µM]	.	-1	.	4
Cneo AK release	3	0	-1	-27	-3	1	-4	2
EWS-Fli inh	-2	-8	-11	-1	7	1	10	1
CASP6 VEID inh	0	-1	-1	.	-4	1	-1	-1
FN deposit inh	1	0	7	-2	-8	-14	.	5
LGR2 antag	14	-6	13	19	-2	16	-6	12
PAX8 inh HTS	.	10	-14	-9	32	7	.	1

25	C/C=C/c1ccccc1[C@@H]1[C@@H](CO)N(C(=O)c2cccnc2)[C@H]1C#N
26	COc1ccc(Br)cc1CN1CCCCCC1
27	Cc1sc2ncn(CC(=O)N3CCCC(C)C3)c(=O)c2c1S(=O)(=O)N1CCCCC1 (configuration not stated)
28	CN1C/C(=C/c2cccs2)C(=O)/C(=C\c2cccs2)C1
29	Cc1ccsc1C(=O)N1CCCCCC1(C)C(=O)NCC(C)C (configuration not stated)
30	Cc1ccn2cc(C(=O)N3CCCC(Nc4ccc(F)cc4)C3)nc2c1 (configuration not stated)
31	O=C(Nc1cccc([N+](=O)[O-])c1)c1ccccc1
32	CC(C)Cn1c(-c2cc(Br)ccc2F)nc2c1c(=O)[nH]c(=O)n2CC(C)C

assay / entry	25	26	27	28	29	30	31	32
PGC1a acetyl inh	5	10	-1	.	4	.	-6	-6
miR-122 sensor	.	3	5	.	1	.	3	-17
Cneo AK release	.	-2	-1	-1	0	0	1	5
EWS-Fli inh	-1	6	5	-23	2	.	-25	7
CASP6 VEID inh	1	-16	-4	-4	2	1	3	11
FN deposit inh	-2	-4	-1	6	-4	.	-8	0
LGR2 antag	-14	9	8	-3	4	3	-21	1
PAX8 inh HTS	.	-100	-5	6	-7	15	-1	-1

33	O=C(O)CCC(=O)NNC(=O)c1ccc(Br)cc1
34	CCN(CCn1cccn1)C(=O)CCc1nnc(C2(c3ccc(Cl)cc3)CCC2)o1
35	C[C@@H]1CCCCO[C@@H](CN(C)Cc2ccc3c(c2)OCO3)[C@@H](C)CN([C@H](C)CO)C(=O)c2cc(N(C)C)ccc2O1
36	Cc1ccc(OCCNC(=O)c2cccc(S(=O)(=O)N3CCN(C)CC3)c2)cc1
37	CCS(=O)(=O)N1CCC2(CC1)CN(C(=O)c1ccc(F)cc1)[C@H](CO)c1[nH]c3cc(OC)ccc3c12
38	COc1cccc(NC(=O)N(C)C[C@@H]2Oc3cc(-c4cccc(C(=O)N(C)C)c4)ccc3S(=O)(=O)N([C@H](C)CO)C[C@@H]2C)c1
39	Nc1c(C(=O)Nc2ccc(Cl)cc2)sc2nc(N3CCOCC3)c3c(c12)CCCC3
40	O=C(Nc1cccc(Cl)c1)N1C[C@H]2[C@@H](c3ccccc31)[C@@H](CO)N2C(=O)C1CC1

assay / entry	33	34	35	36	37	38	39	40
PGC1a acetyl inh	.	.	3&-2&6	-9	4	8	-8	2
miR-122 sensor	.	.	3	-4	.	12[16.7 µM]	-3	0[16.7 µM]
Cneo AK release	.	.	-2&2&6	-1	.	7	-2	-2
EWS-Fli inh	-1	-63	8&-7	-2	1	32	.	-8
CASP6 VEID inh	3	0	-5&-6&-3	0	-2	2	-1	1
FN deposit inh	1	-4	-7	-1	.	.	-2	-5
LGR2 antag	.	-19	-1&8	.	-9	-12	-34	-5
PAX8 inh HTS	12	-71	-4&-6&5	1	-7	-20	-21	-11

41	Cc1ccc(C(=O)Nc2nnc(C3=COCCO3)o2)cc1C
42	COc1ccccc1CC1CC(=O)N(c2ccccc2)C1=O (configuration not stated)
43	C[C@@H]1CCCCO[C@@H](CN(C)C(=O)Nc2ccccc2)[C@H](C)CN([C@@H](C)CO)C(=O)c2cc(NC(=O)NC3CCCCC3)ccc2O1
44	Cc1cc(SC(C)C(=O)NCC(=O)Nc2ccc(F)c(F)c2F)nc2ccccc12 (configuration not stated)
45	COc1ccc(NC(=O)Nc2ccc3c(c2)C(=O)N([C@H](C)CO)C[C@H](C)[C@@H](CN(C)C(=O)c2ccccc2)OCCCC[C@H](C)O3)cc1
46	CC1=CN2C(=N)/C(=C/c3ccco3)C(=O)N=C2S1
47	COCCn1c(SCC(=O)Nc2cc(C)on2)nc2c([nH]c3ccccc32)c1=O
48	Cc1cccc(S(=O)(=O)N(C)C[C@@H]2OCc3ccccc3-c3ccccc3C(=O)N([C@H](C)CO)C[C@@H]2C)c1

assay / entry	41	42	43	44	45	46	47	48
PGC1a acetyl inh	.	-6	0	.	-2	.	-7	-1
miR-122 sensor	0	-3	-2[16.7 µM]	-5	-8[16.7 µM]	.	-3	.
Cneo AK release	-1	0	-13	1	1	.	-8	0
EWS-Fli inh	.	-4	-1	4	4	-31	10	-9
CASP6 VEID inh	4	-1	-1	0	-3	5	2	-1
FN deposit inh	1	-6	5	-2	.	-8	-5	1
LGR2 antag	-5	0	10	-1	-7	40	28	-20
PAX8 inh HTS	-17	1	-3	31	4	-82	11	.

49	COc1ccc(S(=O)(=O)N2CCN(C(=O)c3cc(C)oc3C)CC2)cc1OC
50	C=CCNCC(=O)Nc1ccccc1SCC(=O)Nc1ccsc1C(=O)OC
51	C[C@H]1CN([C@@H](C)CO)C(=O)Cc2cc(NC(=O)Nc3ccc(F)cc3)ccc2O[C@@H]1CN(C)Cc1ccccc1
52	O=C(NCCc1ccncc1)[C@H]1[C@H](CO)[C@H]2Cn3c(ccc(-c4ccc(F)cc4)c3=O)[C@@H]1N2
53	CN1CCN(C(=O)C[C@@H]2CC[C@H]3[C@@H](COC[C@H](O)CN3Cc3ccc(Oc4ccccc4)cc3)O2)CC1

assay / entry	49	50	51	52	53
PGC1a acetyl inh	3	9	4	.	-12
miR-122 sensor	-7	-7	-4[16.7 µM]	.	-1[16.7 µM]
Cneo AK release	-4	.	-1	-2	2
EWS-Fli inh	13	4	1	-3	19
CASP6 VEID inh	5	-1	0	4	0
FN deposit inh	-15	-1	.	.	8
LGR2 antag	-10	-6	1	1	15
PAX8 inh HTS	12	7	2	-10	8
